GRP78 ERSR act – qHTS for Inducers of the Endoplasmic Reticulum Stress Response (ERSR) in Human Glioma: qHTS. Potency, µM, without a hit: top-dose activation, usual class: activators. U87-MG GRP78 promoter luciferase reporter, 16 h. AID 602332, 2012. 420,000 tested, 0.02% active; also: potency is read from the fitted curve at half-maximal effect; series mostly up to about 76 µM; % of control where 0% means no effect; nearly all actives have a fitted effect of over 35% in size
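Stably transfected U87-MG human glioma cells carrying a GRP78-based luminescent sensor were seeded at 1000 cells/well, pin-dosed with compounds and incubated 16 h. Luciferase reagent was then added, and end-point luminescence was read after 10 min at room temperature.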
USP1 inh – Inhibitors of USP1/UAF1: Primary Screen; Ubiquitin carboxyl-terminal hydrolase 1 (Homo sapiens), O94782; recombinant USP1/UAF1, Ub-Rhodamine cleavage fluorescence; Potency, µM (top dose mostly 57.1 µM), for inactives: top-dose activity change, negative = inhibition, most hits filed as inhibitors; 390,000 tested, 0.23% active; also: potency is read from the fitted curve at half-maximal effect; % is scaled to controls: 0 for no effect and ±100 for the full control effect; nearly all actives have a fitted effect of over 60% in size; inactives centre near -12
Target sequence (O94782 whole entry, looked up): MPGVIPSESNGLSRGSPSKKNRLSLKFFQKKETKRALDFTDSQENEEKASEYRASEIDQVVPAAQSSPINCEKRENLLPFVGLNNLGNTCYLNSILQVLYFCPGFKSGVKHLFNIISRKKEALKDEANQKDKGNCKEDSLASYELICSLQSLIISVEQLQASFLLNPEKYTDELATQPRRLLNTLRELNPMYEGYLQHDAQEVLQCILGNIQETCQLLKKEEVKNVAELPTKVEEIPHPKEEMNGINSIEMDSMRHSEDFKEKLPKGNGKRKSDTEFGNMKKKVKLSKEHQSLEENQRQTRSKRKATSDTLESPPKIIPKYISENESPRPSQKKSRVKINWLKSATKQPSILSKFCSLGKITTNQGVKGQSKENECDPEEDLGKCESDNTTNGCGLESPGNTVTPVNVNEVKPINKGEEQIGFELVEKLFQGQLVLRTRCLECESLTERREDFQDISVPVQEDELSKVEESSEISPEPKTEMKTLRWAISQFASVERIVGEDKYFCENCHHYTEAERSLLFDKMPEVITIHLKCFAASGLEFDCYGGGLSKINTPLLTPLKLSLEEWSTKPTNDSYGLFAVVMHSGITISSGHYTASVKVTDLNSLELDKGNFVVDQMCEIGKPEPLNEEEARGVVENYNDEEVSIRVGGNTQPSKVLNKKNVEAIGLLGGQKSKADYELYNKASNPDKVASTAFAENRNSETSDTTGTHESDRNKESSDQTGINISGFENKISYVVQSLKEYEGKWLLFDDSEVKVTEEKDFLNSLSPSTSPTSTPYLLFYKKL
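USP1/UAF1 complex (1 nM) preincubated 15 min at room temperature with compound, then Ub-Rho substrate (150 nM final) added. Kinetic fluorescence at 480/540 nm over 6 reads at 60 s intervals; 50 mM HEPES pH 7.8, 0.5 mM EDTA, 0.1 mg/ml BSA, 1 mM TCEP, 0.01% Tween-20.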
Vif-APOBEC3F blk – qHTS for Inhibitors of Vif-A3F Interactions: qHTS; HeLa A3F-eYFP + Vif (tagged APOBEC3F with the HIV-1 protein that degrades it), YFP fluorescence increase; 390,000 tested, 0.2% active; Potency, µM (series often up to 46.1 µM), for inactives: at the top dose activity, negative = active; also: potency is read from the fitted curve at half-maximal effect; % of control where 0% means no effect; nearly all actives have a fitted effect of over 65% in size
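Fluorescence increase (Ex 488/Em 500-530) after overnight compound treatment at 37 deg C flags inhibition of Vif-driven A3F-eYFP loss in stable HeLa A3F-eYFP/Vif cells seeded overnight beforehand.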
Vif-APOBEC3G blk – qHTS for Inhibitors of Vif-A3G Interactions: qHTS | DNA dC->dU-editing enzyme APOBEC-3G (Homo sapiens), Q9HC16 | HeLa A3G-eYFP + Vif (tagged APOBEC3G with the HIV-1 protein that degrades it), YFP fluorescence, overnight | Potency, µM (titrated, usually from 46.1 µM), inactives show top-dose activity, negative = active, actives largely listed as inhibitors | 410,000 tested, 0.076% active | AID 602310, 2012;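 also: potency is read from the fitted curve at half-maximal effect; % is scaled to controls: 0 for no effect and ±100 for the full control effect; nearly all actives have a fitted effect of over 60% in size; hits raise eYFP signal because A3G escapes Vif-driven loss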
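HeLa cells stably expressing Vif and C-terminally eYFP-tagged A3G, seeded overnight at 37 deg C, then exposed to compound by pintool overnight at 37 deg C. Rise in yellow fluorescence (Ex 488/Em 500-530, Acumen) marks blocked Vif-driven A3G degradation.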
rTrxR1 inhibitor – qHTS Assay for Inhibitors of Mammalian Selenoprotein Thioredoxin Reductase 1 (TrxR1): qHTS. recombinant rTrxR1, NADPH fluorescence consumption, selenite substrate. Thioredoxin reductase 1, cytoplasmic (Rattus norvegicus), O89049. Potency, µM (series often up to 114 µM), inactives show at the highest dose activity change, negative = inhibition, hits mostly inhibitors. 390,000 tested, 1% active. AID 588453, 2011; also: potency is read from the fitted curve at half-maximal effect; % is scaled to controls: 0 for no effect and ±100 for the full control effect; nearly all actives have a fitted effect of over 65% in size
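Rat TrxR1 (90 nM in the dispensed reagent) was pre-reduced with 400 uM NADPH for 5 min at room temperature, then incubated with compound for 15 min. After 400 uM selenite was added, NADPH fluorescence (Ex 340/Em 450 nm) was followed for 8 min.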
IDH1 R132H inh – qHTS for Inhibitors of mutant isocitrate dehydrogenase 1 (IDH1): qHTS; 390,000 tested, 0.093% active; Potency, µM (top dose mostly 76.6 µM), for inactives: top-dose activity change, negative = inhibition, hits mostly inhibitors; Isocitrate dehydrogenase [NADP] cytoplasmic (Homo sapiens), O75874; IDH1-R132H enzyme, NADPH consumption, diaphorase/resazurin fluorescence; AID 602179, 2012; also: potency is read from the fitted curve at half-maximal effect; % is scaled to controls: 0 for no effect and ±100 for the full control effect; nearly all actives have a fitted effect of over 65% in size
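IDH1-R132H (0.5 ug/mL dispensed) in pH 7.5 Tris buffer was preincubated 30 min with compound, then given a substrate mix of 0.016 mM NADPH and 2 mM alpha-KG for 80 min at room temperature; remaining NADPH was read by diaphorase/resazurin fluorescence.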
RGS4 inhibitor – Inhibitors of Regulator of G Protein Signaling (RGS) 4: qHTS; Regulator of G-protein signaling 4 (Homo sapiens), P49798; Transcreener GDP fluorescence polarization, RGS4-accelerated GTP hydrolysis; Potency, µM (doses to about 114 µM), inactives show at the top dose activity change, negative = inhibition, most hits filed as inhibitors; 390,000 tested, 0.039% active; AID 504845, 2011; also: potency is read from the fitted curve at half-maximal effect; % is scaled to controls: 0 for no effect and ±100 for the full control effect; nearly all actives have a fitted effect of over 75% in size; some results filed as inactive show a strong effect at the top dose
Target sequence (P49798 whole entry, looked up): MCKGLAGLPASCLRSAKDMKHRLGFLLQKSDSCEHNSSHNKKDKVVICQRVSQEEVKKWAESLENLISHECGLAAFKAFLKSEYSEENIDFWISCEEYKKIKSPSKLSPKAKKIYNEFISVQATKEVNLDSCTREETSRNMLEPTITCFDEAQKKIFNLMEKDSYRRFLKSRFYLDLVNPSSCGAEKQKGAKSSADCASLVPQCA
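MLSMR compounds (23 nl, pin-transferred) preincubated 10 min at room temperature with a 500nM (2x) first reagent, then RGS4 at 900nM (2x) plus Transcreener GDP mix added; fluorescence polarization (620/688 nm) read before and after 90 min at 30 °C.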
TrxR1 substrate – qHTS Assay for Substrates of Mammalian Selenoprotein Thioredoxin Reductase 1 (TrxR1): qHTS; Thioredoxin reductase 1, cytoplasmic (Rattus norvegicus), O89049; purified TrxR1 substrate turnover, NADPH consumption readout; Potency, µM (highest dose often 114 µM), for the others: at the highest dose activity change, negative = substrate turnover; 390,000 tested, 0.01% active; AID 588456, 2011; also: potency is read from the fitted curve at half-maximal effect; % is scaled to controls: 0 for no effect and ±100 for the full control effect; nearly all actives have a fitted effect of over 50% in size
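Rat TrxR1, dispensed at 90 nM, was prereduced with 400 uM NADPH (final) for 5 min at ~22 deg C, then incubated with compound 15 min before 400 uM selenite. A first-read NADPH fluorescence drop versus no-compound background flagged substrates.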
LDHA block – qHTS assay for inhibitors of human lactate dehydrogenase; L-lactate dehydrogenase A chain (Homo sapiens), P00338; purified LDHA, NADH/diaphorase-resazurin fluorescence; stronger effect = lower value; activity change, % (values are at about 110 or 230 µM); 480,000 tested, 0.15% active; AID 1347041, 2019; in the data active = activity change below about -30%; inconclusive = mostly about -25% to -30%;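 also: plate controls were DMSO wells for no effect and wells without enzyme for full effect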
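Remaining NADH was detected by diaphorase (0.133 mg/mL) converting 37 µM resazurin to fluorescent resorufin, read at 0 and 20 minutes. The preceding 5-minute room-temperature reaction used 2 nM LDHA, 0.2 mM sodium pyruvate and 0.06 mM NADH at pH 7.4.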
* hit, by the source's call; ? = inconclusive; / = no result given; & = joins results of further samples; [ ] = remark or other dose. Unless noted, calls follow the shape of the dose curve; as a rule, active = well fitted curve in the direction sought with a large enough effect; inconclusive = small, poorly fitted or top-dose-only effect, or another doubt; inactive = no such curve, though single readings can be large; an effect the other way counts as inactive or inconclusive. The list is partial (hit frequency here may not be typical).

Every second line gives: TrxR1 substrate	IDH1 R132H inh	Vif-APOBEC3G blk	Vif-APOBEC3F blk	USP1 inh	rTrxR1 inhibitor	LDHA block	GRP78 ERSR act	RGS4 inhibitor
- CCOC(=O)c1c(C)[nH]c(C(=O)CN2CCOCC2)c1C
    12%	8%	1%	-10%	-5%	17%	-7	-2%	23%
- CCCCCCn1c(CNC(=O)c2ccccc2)nc2ccccc21
    8%	20%	1%	0%	?	18%	-6	-7%	-8%
- COc1cc(/C=N/Nc2nncn2/N=C/c2ccc(O)c(OC)c2)ccc1O
    -10%	2%	-10%	2%	-28%	-16%	6	-2%	17%
- O=C(NCc1cccs1)C(=O)NCC(c1ccco1)N1CCN(c2ccccc2)CC1 (stereo not drawn)
    -3%	-12%	1%	2%	-21%	24%	-6	-1%	22%[11.4 µM]
- COc1cccc(NC(=O)/C(C#N)=C\c2cn(Cc3ccc(Cl)cc3)c3ccccc23)c1
    -5%	3%	2%	0%	-11%	3%	3	-2%	-3%
- COc1ccc(C2=CC(c3ccccc3Cl)n3nc(-c4ccc(C)cc4)nc3N2)cc1 (stereo not drawn)
    -2%	-4%	2%	4%	-16%	-5%	-16	-2%	7%
- COc1ccccc1N1CCN(C(=O)C2CCN(S(=O)(=O)N3CCOCC3)CC2)CC1
    -3%	1%	0%	-6%	-11%	-7%	-1	-3%	-4%
- COc1ccc(OCC(O)CNS(=O)(=O)c2ccc(C)cc2)cc1 (stereo not drawn)
    -3%	10%	2%	0%	-8%	18%	2	0%	3%
- O=C(CN1CCN(c2ccccc2F)CC1)Nc1ccc2c(c1)CCC2
    1%	0%	-7%	8%	-9%	4%	-7	-5%	-7%
- O=C(Nc1ncc2c(n1)CC(c1cccc(Cl)c1)CC2=O)c1ccco1 (stereo not drawn)
    -14%	2%	-6%	-8%	-5%	-15%	-8	-2%	-36%
- Cc1ccc(Nc2nc(N/N=C/c3c[nH]c4ccccc34)nc(N3CCOCC3)n2)cc1
    -4%	2%	0%	3%	-6%	-2%	-6	-2%	18%
- COc1ccc(N2CC(NC(=O)/C=C\c3ccc(OC)c(OC)c3)CC2=O)cc1 (stereo not drawn)
    5%[57.1 µM]	11%	1%	-4%	-5%	5%[57.1 µM]	0	-3%	12%
- OC1CCN(c2ncnc3nc[nH]c23)CC1
    4%	13%	0%	0%	-26%	9%	0	-3%	-6%
- Cc1ccccc1OCCCn1c(CCNC(=O)C2CCCCC2)nc2ccccc21
    3%[0.457 µM]	18%	-12%	1%	?	-5%[0.457 µM]	-2	9%	6%
- Cc1cc(=O)oc2cc(OCC(=O)NC3CCCCC3)ccc12
    18%	5%	5%	13%	-19%	7%[57.1 µM]	-3	5%	-52%
- O=C(NN=C1C2CC3CC(C2)CC1C3)c1cccs1
    6%	-9%	1%	1%	-8%	20%	-4	11%	5%
- Cc1ccc(Nc2c(-c3ccccc3O)nc3cnccn23)cc1
    6%[11.4 µM]	-2%	-8%	-8%	-11%	11%[11.4 µM]	4	-2%	23%
- CCc1ccc(/C=C2/C(=O)N(c3ccccc3)C(=S)N2CC(=O)OC)s1
    -15%	4%	-5%	-10%	-19%	-18%	-8	-11%	-15%
- Cc1[nH]c2ccccc2c1/C=N/NC(=O)c1cc(C(C)C)[nH]n1
    -6%	1%	0%	4%	-21%	-13%	-2	4%	-1%
- CCN(C(=O)CC(C)C)c1nnc(Cn2nnc3ccccc32)s1
    -2%[57.1 µM]	-7%	-1%	3%	-4%	-88%	-11	-6%	-3%
- CCCCCOc1ccc(C(=O)OCC(=O)Nc2cc(C)c(C)cc2[N+](=O)[O-])cc1
    -3%	12%	-2%	-11%	-16%	-14%[57.1 µM]	-6	4%	23%
- Cc1ccc(C)c(NS(=O)(=O)c2ccc(OCC(=O)N3CCCC3)cc2)c1
    5%	-3%	1%	-19%	2%	20%	-9	-3%	-9%
- COc1cc2c(cc1OC)/C(=C/C(=O)c1ccc(NC(C)=O)cc1)NCC2
    12%[57.1 µM]	0%	-4%	-9%	-23%	11%[57.1 µM]	3	-2%	-35%
- Cc1ccc(-c2cn3cc(C)ccc3n2)cc1
    37%[activator][57.1 µM]	26%	-1%	6%	-2%	5%[57.1 µM]	-2	-14%	15%
- CC(C)[C@H](NC(=O)Cc1ccccc1)C(=O)OCc1cc(=O)n2c(n1)sc1ccccc12
    4%	1%	-4%	1%	-16%	-2%	-2	-2%	-8%
- O=[N+]([O-])c1cc(S(=O)(=O)O)cc([N+](=O)[O-])c1NN(c1ccccc1)c1ccccc1
    -2%	-12%	-5%	4%	-17%	17%	14	-1%	-22%[56.9 µM]
- O=C(Nc1ccccc1)OCCOc1ccccc1
    8%	3%	3%	-6%	-15%	49%[activator]	0	6%	26%
- CCn1c(=O)c2[nH]c(SC)nc2n(CC)c1=O
    /	17%	0%	-7%	-8%	/	-12	1%	/
- Cc1ccc(CN2CCNC(=O)C2CC(=O)N(C)Cc2cnccn2)cc1 (stereo not drawn)
    3%	-9%	-3%	-2%	-12%	?	0	-4%	1%
- N#CC(C#N)=C(Nc1ccc(F)cc1)SCc1cccc(Br)c1
    -12%	4%	-16%	3%	-13%	-11%	-3	-4%	-20%
- Cc1cc(CN2CCN(c3ccccc3F)CC2)cs1
    -2%	19%	-3%	0%	-24%	18%	-4&2	-1%	-5%
- CSc1ccc(/C=N/NC(=O)CNc2ccc3ccccc3c2)cc1
    3%[57.1 µM]	1%	-8%	2%	-5%	3%[57.1 µM]	11	3%	-21%
- CCOC(=O)C1=CN2CCCC[C@@H]2CC1=O
    6%	4%	0%	-2%	-13%	25%	-11	-2%	0%
- COc1cccc(/C=C/C(=O)OCC(=O)NCc2ccc3c(c2)OCO3)c1
    6%	0%	1%	-2%	-22%	7%	-3	-1%	-23%
- CC(CCc1ccccc1)NC(=O)C1CCN(S(=O)(=O)c2cnc[nH]2)CC1 (stereo not drawn)
    12%[57.1 µM]	7%	-2%	-1%	-9%	10%[57.1 µM]	-3	1%	23%
- CC(c1ccccc1)n1c(N2CCN(C)CC2)nc2c1c(=O)[nH]c(=O)n2C (stereo not drawn)
    6%[2.29 µM]	-8%	3%	12%	-20%	22%[2.29 µM]	-14	-2%	-7%
- CCOC(=O)C1C(=O)NC(SCC(=O)OC)=C(C#N)C1c1ccccc1OCC (stereo not drawn)
    0%	-3%	3%	0%	-11%	12%	-4	-4%	0%
- CN1C(=O)/C(=C2/C=Cc3ccccc3N2CCCS(=O)(=O)O)SC1=S
    -21%	5%	2%	2%	?	?	6	8%	-6%
- O=P(O)(Cc1ccccc1)c1ccccc1
    /	-4%	1%	-2%	-17%	/	-7	1%	/
- O=[N+]([O-])c1ccccc1S(=O)(=O)c1ccccc1
    -8%	4%	1%	-1%	-4%	-15%	-1	-3%	17%
- CCN(c1ccccc1)S(=O)(=O)c1ccc(NC(=O)c2cc(=O)c3ccc(C)c(C)c3o2)cc1
    0%	1%	-3%	2%	-4%	-10%	-1	-4%	4%
- COc1ccc(-c2cc(C#N)nc(N3CCNCC3)n2)cc1
    12%	6%	7%	2%	-10%	6%	-3	-3%	6%
- CC(=O)Nc1ccc(S(=O)(=O)NCCSCc2ccccc2Cl)cc1
    -19%	13%	-1%	-1%	-5%	-8%	-2	-4%	15%
- CC1CN(Cc2ccc(Cl)cc2Cl)CC(C)O1 (stereo not drawn)
    -9%	2%	-2%	7%	3%	-7%	-14	4%	33%
- O=C(Nc1ccc(C(=O)OC2CCCCC2)cc1)c1ccncc1
    0%	2%	1%	-1%	-6%	19%	0	0%	-14%
- O=c1nc(/C=C/c2cccn2-c2ccc([N+](=O)[O-])cc2)cc(C(F)(F)F)[nH]1
    -11%[57.1 µM]	-9%	-6%	-7%	-5%	-22%[57.1 µM]	-10	-2%	-23%
- O=C(NCC(c1ccco1)N1CCN(c2ccc(F)cc2)CC1)C(=O)NC1CCCCC1 (stereo not drawn)
    6%	1%	2%	1%	-3%	18%	-1	-5%	1%
- CCOc1ccccc1NC(=O)N1CCc2c(sc3c2CCCC3)C1c1ccccc1 (stereo not drawn)
    9%[57.1 µM]	-1%	6%	1%	-14%	28%[57.1 µM]	-7	-3%	-2%

Screens (PubChem)
